From PubChem
3CLpro inhibitor – SARS-CoV 3CLpro protease inhibition; P0C6X7; recombinant SARS-CoV 3CLpro, quenched FRET peptide cleavage; inhibition, % at 6 µM; 290,000 compounds, 0.14% hits; AID 1706; in the data active = inhibition above about 12%
MazEF act – MazEF (E. coli) toxin RNase activation. AID 504720. activation, % at 20 µM. P0AE70. 350,000 compounds, 0.32% hits. FAM/BHQ RNA-DNA oligo cleavage fluorescence, 5 h; in the data active = activation above about 50%
Target sequence (P0AE70 whole entry, looked up): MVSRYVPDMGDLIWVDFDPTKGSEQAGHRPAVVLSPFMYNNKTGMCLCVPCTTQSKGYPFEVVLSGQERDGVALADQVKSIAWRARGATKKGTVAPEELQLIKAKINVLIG
SSB-PriA inh – K. pneumoniae PriA-SSBct interaction inhibition | AlphaScreen SSBct-PriA binding, biotinylated peptide | inhibition, % at 33 µM | 430,000 compounds, 0.6% hits; in the data active = inhibition mostly above about 37%, no sharp cut-off; inactive = mostly below about 20%;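 also: plate controls were negative control peptide for no effect and reference peptide for full effect; strong numbers were not always called active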
VHR inh abs – blocks human VHR1 dual specificity phosphatase; P51452; recombinant VHR phosphatase, pNPP absorbance; inhibition, % at 13.3 µM; 290,000 compounds, 0.52% hits; AID 1654; in the data active = inhibition above about 50%; also: some compounds called inactive have numbers as strong as hits
Yp Topo-I inh – blocks Yersinia pestis topoisomerase I activity. Y. pestis Topo-I cleavage product accumulation, plate reader. activity, % at 10 µM. 360,000 compounds, 0.064% hits. AID 504884; in the data active = activity above about 50%, passing the limit was not always enough; also: inactives centre near 2
TcdB inh – inhibitors of Clostridioides difficile toxin B glycohydrolase; TcdB glycohydrolase enzymatic assay, plate reader; 350,000 compounds, 0.24% hits; inhibition, % at 9.99 µM; in the data active = inhibition above about 10%
Anthrax LF prot – anthrax lethal factor protease inhibition; P15917; multiplex microsphere protease cleavage assay, LF; inhibition, % at 10 µM; 360,000 compounds, 0.12% hits; AID 588501; in the data active = inhibition above about 30%; also: plate controls were buffer without enzyme for full effect and enzyme alone for no effect
Target sequence (P15917 whole entry, looked up): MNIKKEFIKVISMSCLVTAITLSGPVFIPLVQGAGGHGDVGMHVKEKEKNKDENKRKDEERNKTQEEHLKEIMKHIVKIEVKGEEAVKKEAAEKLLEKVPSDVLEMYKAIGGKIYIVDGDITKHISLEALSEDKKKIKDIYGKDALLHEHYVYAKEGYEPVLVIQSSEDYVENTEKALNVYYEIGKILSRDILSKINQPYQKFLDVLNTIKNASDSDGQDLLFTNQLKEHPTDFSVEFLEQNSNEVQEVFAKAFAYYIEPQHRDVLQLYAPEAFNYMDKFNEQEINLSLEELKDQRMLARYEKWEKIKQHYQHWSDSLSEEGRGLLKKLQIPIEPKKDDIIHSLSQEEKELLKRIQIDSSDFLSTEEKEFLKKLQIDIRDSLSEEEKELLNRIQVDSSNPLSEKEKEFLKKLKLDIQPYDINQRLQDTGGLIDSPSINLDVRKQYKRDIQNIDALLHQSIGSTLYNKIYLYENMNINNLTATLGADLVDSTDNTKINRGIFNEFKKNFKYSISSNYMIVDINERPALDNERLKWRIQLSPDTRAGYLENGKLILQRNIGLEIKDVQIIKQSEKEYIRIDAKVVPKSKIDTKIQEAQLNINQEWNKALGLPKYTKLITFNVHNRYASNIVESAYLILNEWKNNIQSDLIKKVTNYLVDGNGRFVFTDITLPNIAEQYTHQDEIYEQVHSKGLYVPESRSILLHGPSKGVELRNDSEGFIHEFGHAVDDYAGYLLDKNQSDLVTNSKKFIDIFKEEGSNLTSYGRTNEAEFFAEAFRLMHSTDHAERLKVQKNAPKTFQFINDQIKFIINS
Rv3671c protease – Rv3671c (M. tuberculosis) protease inhibition | P9WHR9 | inhibition, % at 5.96 µM | 320,000 compounds, 0.048% hits | AID 2606; in the data active = inhibition above about 38%;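 also: extracellular domain of Rv3671c used as enzyme; 0% = enzyme with DMSO and 100% = no enzyme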
PfHsp40 rescue – restores yeast growth despite PfHsp40 toxicity; AID 504582; 340,000 compounds, 0.68% hits; growth rescue, % at 12.5 µM; S. cerevisiae expressing PfHsp40, growth rescue, ATP luminescence; in the data active = growth rescue above about 28%, passing the limit was not always enough;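 also: yeast W303a lacking pdr1 and pdr3 grown in galactose medium; growth measured after three days at 30 °C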
Vc quorum ag – induces V. cholerae light production without autoinducers; V. cholerae BH1578 lux reporter, luminescence, 6 h; activation, % at 18.7 µM; 350,000 compounds, 0.16% hits; AID 588436; in the data active = activation mostly above about 9.7%, no sharp cut-off; also: not every result past the cut was called active; inactives centre near 0; reference of the scale not given here
Starred values were filed as active, the others as inactive; i = inactive; · = no result given; & = joins results of further samples. These rows are one share of the data, so the mix of outcomes need not match the whole.

Start of the data: the first eleven compounds (preview)
SMILES | 3CLpro inhibitor | MazEF act | SSB-PriA inh | VHR inh abs | Yp Topo-I inh | TcdB inh | Anthrax LF prot | Rv3671c protease | PfHsp40 rescue | Vc quorum ag
COc1ccc(C2C(C#N)=C(N)OC3=C2C(=O)CC(C)(C)C3)c([N+](=O)[O-])c1OC (stereo unspecified) | 6 | -20 | -2 | 31 | -1 | · | -9 | -3 | -0.4 | i
O=C(COC(=O)Cc1ccc(F)cc1)Nc1cc(S(=O)(=O)N2CCOCC2)ccc1N1CCCC1 | -5 | 2 | 4 | -18 | 18 | 0.5 | 0 | -1 | 0.8 | -0.2
c1ccc(-n2ncc3c(NCCCN4CCOCC4)ncnc32)cc1 | -1 | 4 | -21 | 7 | 20 | · | -2 | -1 | -1.3 | i
CN1CCC(N(C)C(=O)c2ccc(Cl)c(S(=O)(=O)N(C)c3ccc(Cl)cc3)c2)CC1 | · | 1 | 2 | · | -4 | 2.3 | 2 | 3 | -0.8 | i
CCc1ccc(NC(=O)CCCn2nc(CC)n3c(cc4occc43)c2=O)cc1 | 5 | 3 | 2 | -18 | 8 | 0.2 | 0 | -8 | 1.1 | -2.0
O=C(c1ccc(-c2ccc(Cl)cc2)o1)N1CCN(c2ccc([N+](=O)[O-])cc2Cl)CC1 | -3 | -5 | -9 | 6 | 2 | 1.1 | 2 | -5 | -0.6 | -2.6
CN(C)c1ncnc2c1ncn2[C@H]1CN(Cc2cccs2)C[C@@H](CO)O1 | · | · | · | · | -1 | -4.4 | -4 | · | · | -0.3
COc1cc(/C=C2/C(=O)N(c3cccc(Br)c3)N=C2C)cc(OC)c1O | 5 | -242 | 3 | 63 | 1 | -0.3 | -6 | -210 | 1.5 | -0.3
COc1ccc(CN(CC(=O)NCCc2ccccc2)C(=O)CCC(=O)Nc2cc(C)ccn2)cc1 | 1 | 5 | -7 | 6 | 17 | 1.3 | 5 | 3 | 1.7 | -4.4
O=C(NCCCc1ccccc1)c1ccc(CS(=O)Cc2ccc(Cl)cc2)o1 (stereo unspecified) | 1 | -4 | -2 | 15 | 24 | -0.6 | -2 | -5 | 0.5 | -0.4
O=C(c1ccccc1)N1CCCC(c2ccc(Cl)cc2)=N1 | 7 | -5 | -36 | 10 | 2 | 1.0 | 10 | -5 | 2.2 | 1.6

All compounds of this part, from the start:
SMILES | 3CLpro inhibitor | MazEF act | SSB-PriA inh | VHR inh abs | Yp Topo-I inh | TcdB inh | Anthrax LF prot | Rv3671c protease | PfHsp40 rescue | Vc quorum ag
COc1ccc(C2C(C#N)=C(N)OC3=C2C(=O)CC(C)(C)C3)c([N+](=O)[O-])c1OC (stereo unspecified) | 6 | -20 | -2 | 31 | -1 | · | -9 | -3 | -0.4 | i
O=C(COC(=O)Cc1ccc(F)cc1)Nc1cc(S(=O)(=O)N2CCOCC2)ccc1N1CCCC1 | -5 | 2 | 4 | -18 | 18 | 0.5 | 0 | -1 | 0.8 | -0.2
c1ccc(-n2ncc3c(NCCCN4CCOCC4)ncnc32)cc1 | -1 | 4 | -21 | 7 | 20 | · | -2 | -1 | -1.3 | i
CN1CCC(N(C)C(=O)c2ccc(Cl)c(S(=O)(=O)N(C)c3ccc(Cl)cc3)c2)CC1 | · | 1 | 2 | · | -4 | 2.3 | 2 | 3 | -0.8 | i
CCc1ccc(NC(=O)CCCn2nc(CC)n3c(cc4occc43)c2=O)cc1 | 5 | 3 | 2 | -18 | 8 | 0.2 | 0 | -8 | 1.1 | -2.0
O=C(c1ccc(-c2ccc(Cl)cc2)o1)N1CCN(c2ccc([N+](=O)[O-])cc2Cl)CC1 | -3 | -5 | -9 | 6 | 2 | 1.1 | 2 | -5 | -0.6 | -2.6
CN(C)c1ncnc2c1ncn2[C@H]1CN(Cc2cccs2)C[C@@H](CO)O1 | · | · | · | · | -1 | -4.4 | -4 | · | · | -0.3
COc1cc(/C=C2/C(=O)N(c3cccc(Br)c3)N=C2C)cc(OC)c1O | 5 | -242 | 3 | 63 | 1 | -0.3 | -6 | -210 | 1.5 | -0.3
COc1ccc(CN(CC(=O)NCCc2ccccc2)C(=O)CCC(=O)Nc2cc(C)ccn2)cc1 | 1 | 5 | -7 | 6 | 17 | 1.3 | 5 | 3 | 1.7 | -4.4
O=C(NCCCc1ccccc1)c1ccc(CS(=O)Cc2ccc(Cl)cc2)o1 (stereo unspecified) | 1 | -4 | -2 | 15 | 24 | -0.6 | -2 | -5 | 0.5 | -0.4
O=C(c1ccccc1)N1CCCC(c2ccc(Cl)cc2)=N1 | 7 | -5 | -36 | 10 | 2 | 1.0 | 10 | -5 | 2.2 | 1.6
c1ccc(-c2csc(-n3cnnn3)n2)cc1 | -3 | -10 | -17 | 15 | -20 | · | 0 | 0 | 1.9 | -11
Cn1cc(S(=O)(=O)N2CCCC2)cc1C(=O)NCCc1ccccc1 | -1 | -1 | 5 | 6 | 1 | 0.9 | -9 | -1 | 1.5 | 2.1
Cc1nnsc1C(=O)Nc1ccccc1Cl | 3 | -4 | -11 | 14 | 2 | · | 0 | 1 | 0.2 | i
CSc1nnc(C)c(=O)n1COC(=O)COc1ccc(F)cc1 | 0 | 8 | -13 | -12 | -4 | -0.1 | -8 | 2 | -0.3 | i
CC(C)Cn1c(N)c(C(=O)CCl)c(=O)n(C)c1=O | 0 | -3 | 2 | 0 | 1 | -0.1 | 4 | 4 | -0.5 | 0.3
O=C(O)COc1ccc2oc3ccccc3c2c1 | 1 | -8 | -4 | 43 | 2 | -0.4 | 1 | -4 | -1.6 | i
COc1ccc(C(=O)OCCCc2cc3ccccc3c(=O)o2)cc1 | · | 1 | -31 | · | 3 | 0.4 | 4 | 2 | 0.9 | 0.7
CCOC(=O)C1=C(CN2CCSCC2)NC(=O)NC1c1ccc2c(c1)OCO2 (stereo unspecified) | 1 | 4 | 5 | 16 | 18 | 0.3 | 2 | -2 | -0.8 | i
CCOC(=O)CSc1nc(C)c2cccc(C)c2n1 | -6 | 6 | -11 | 12 | 12 | 6.3 | 15 | 0 | -0.9 | 0.5
Cc1ccc(N(C(=O)c2ccc(CN3CCOCC3)o2)C(C(=O)NCCC(C)C)c2cccs2)c(C)c1 (stereo unspecified) | -1 | 3 | -1 | -1 | 0 | · | 0 | 6 | 0.4 | -0.4
Cc1cc(/C=C2\SC(=O)NC2=O)c(C)n1-c1ccc(N2CCOCC2)cc1 | 3 | 3 | -8 | 9 | 2 | -0.8 | 0 | 7 | 11 | -0.6
Cc1cc(O)c(C(C)C)cc1N=Cc1ccccc1[N+](=O)[O-] | · | 9 | 0 | · | -21 | 3.5 | -4 | · | -0.2 | -0.8
Cc1ccc(OCCN2CCN(C)CC2)c([N+](=O)[O-])c1 | 1 | 0 | 1 | -4 | 0 | 1.2 | -2 | 6 | 20 | -0.4
CCOc1ccccc1Nc1ccc(C(=O)O)cc1NC(C)=O | 5 | 0 | 2 | -4 | -3 | · | 1 | 3 | 0.7 | -0.3
CN(C(=O)COC(=O)c1ccc(Cl)c(S(=O)(=O)N2CCCCCC2)c1)C1CCS(=O)(=O)C1 (stereo unspecified) | · | 2 | -4 | · | 15 | 0.7 | 4 | -7 | -0.7 | -0.6
O=C(C(Cl)c1ccccc1)N1CCOCC1 (stereo unspecified) | -1 | 4 | -2 | -12 | 9 | 1.5 | 4 | 3 | -2.1 | i
Cc1ccc(NC(=O)C2CCN(S(=O)(=O)c3cccs3)CC2)cc1 | 5 | 7 | -2 | 8 | 11 | 0.5 | -1 | 4 | 0.5 | -2.0
CCOC(=O)C1=C(C)NC2=C(C(=O)c3ccccc32)C1c1ccc([N+](=O)[O-])o1 (stereo unspecified) | 6 | -1 | 5&-8 | 8 | 6 | 0.3 | 0 | 18 | 1.0 | 0.6
CC1(C)Cc2c(sc(NC(=O)COc3ccccc3)c2C#N)C(C)(C)N1 | -3 | -1 | -15 | -9 | -5 | 0.3 | -6 | -2 | -0.9 | -0.7
CC(C)c1ccc(N2C(=O)NC(=O)/C(=C\c3cnc(-c4ccccc4)nc3)C2=O)cc1 | 2 | -8 | -20 | -4 | 4 | · | -1 | -4 | -0.9 | i
CCn1c(SCC(=O)c2ccccc2)nnc1-c1cccnc1 | -1 | -9 | -6 | 23 | 3 | -0.1 | 2 | 3 | 1.1 | -0.2
CCOC(=O)/C=C/C(=O)Nc1ccc(S(=O)(=O)Nc2cc(C)on2)cc1 | -6 | 3 | -7&-3 | 13 | 8 | 0.0 | 0 | -9 | 2.2 | -0.3
O=C(CCN1CCOCC1)c1ccc2c(c1)OCCO2 | 4 | 3 | -6 | 14 | -3 | · | -5 | 4 | 1.4 | -0.8
O=c1[nH]c2cc3c(cc2cc1CN(Cc1cccnc1)C(=S)NCc1ccco1)OCO3 | 3 | 4 | 12 | 8 | -13 | 1.3 | 1 | 0 | 1.1 | i
CC1CCCCC12NC(=O)N(CC(=O)NCCc1c[nH]c3ccccc13)C2=O (stereo unspecified) | · | 1 | 4 | · | -4 | -0.7 | 1 | 1 | 0.8 | -7.1
C/C(=N\NC(=O)c1cccc(Br)c1)c1cccnc1 | 3 | -2 | · | 19 | 5 | 1.3 | 2 | · | 0.5 | -0.3
O=C1C(c2ccccc2)NC(=S)N1C1CCCCC1 (stereo unspecified) | 3 | 8 | -5 | 21 | -1 | -1.2 | 22 | -1 | -0.5 | i
CCOc1cc(N2CCOCC2)c(OCC)cc1NC(=O)COC(=O)CCn1c(C)csc1=O | · | 0 | 1 | · | 10 | 0.4 | 0 | 1 | -1.0 | -5.0
O=C(CCCn1ncn2c(cc3occc32)c1=O)NCc1cccc(Cl)c1 | 6 | 7 | -1 | -18 | 0 | -0.7 | -2 | 3 | 0.1 | 0.5
CCOc1ccc(NC(=O)CSc2ncc(-c3ccc(F)cc3)n2Cc2ccco2)cc1 | 3 | 0 | 43* | -15 | 37 | 0.6 | -2 | -3 | 21 | i
COC(=O)C(/C=N/O)NC(=O)c1ccccc1 (stereo unspecified) | 1 | 0 | · | -9 | 5 | -0.4 | 4 | -8 | 1.5 | -0.2
COc1ccc(S(=O)(=O)N2CCOC2CNC(=O)C(=O)NCCc2c[nH]c3ccccc23)cc1C (stereo unspecified) | 1 | -5 | 18 | -4 | 2 | 0.1 | -1 | -4 | -0.6 | i
CN(C)S(=O)(=O)c1ccc(N2CCCC2)c(C(=O)NCc2ccccc2)c1 | 1 | 3 | 0 | 13 | -1 | · | 1 | 8 | -1.4 | -1.0
C[C@@H]1CN([C@@H](C)CO)C(=O)c2cccc(NC(=O)C3CCCCC3)c2O[C@@H]1CN(C)Cc1ccc(Cl)c(Cl)c1 | · | 4 | 1 | · | 16 | 0.3&-2.9 | -3 | -5 | -0.9 | -1.2
COCCCNC(=S)Nc1ccc2nc3n(c(=O)c2c1)CCCCC3 | 1 | 6 | -15 | 26 | 5 | 0.8 | 0 | -5 | -0.2 | 1.0
